Screens from PubChem BioAssay.
Tcruzi prolif – inhibitors of T. cruzi proliferation; T. cruzi beta-gal in NIH3T3, GalScreen luminescence, 90 h; AID 624255; inhibition, % at 8.34 µM; 5.9% of 77,000 active;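 active = mean inhibition above about 93%, with at least 55% of replicates each passing it, limit read from the data, passing the limit was not always enough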
GASC1 inh – inhibitors of human demethylase GASC-1 KDM4C; Q9H3R0; GST-KDM4C 2-372, H3K9me3 peptide, LANCE TR-FRET; inhibition, % at 12.5 µM; 0.15% of 96,000 active;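 active = mean replicate inhibition above about 25%, with at least 55% of replicates also reaching it, limit read from the data, passing the limit was not always enough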
Target sequence (Q9H3R0 2-372 limits assumed): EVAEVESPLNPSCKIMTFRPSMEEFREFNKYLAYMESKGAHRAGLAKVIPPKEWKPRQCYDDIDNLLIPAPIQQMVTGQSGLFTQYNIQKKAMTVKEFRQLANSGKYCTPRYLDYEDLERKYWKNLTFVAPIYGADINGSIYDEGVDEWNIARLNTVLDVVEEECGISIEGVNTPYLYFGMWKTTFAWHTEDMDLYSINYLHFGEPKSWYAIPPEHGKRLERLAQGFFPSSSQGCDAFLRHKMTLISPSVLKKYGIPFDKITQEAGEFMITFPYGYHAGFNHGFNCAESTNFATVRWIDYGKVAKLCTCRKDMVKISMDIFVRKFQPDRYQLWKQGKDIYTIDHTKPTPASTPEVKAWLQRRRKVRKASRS
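Material: N-terminal GST-fused human GASC-1 (KDM4C) fragment, residues 2-372. Input: 10 nM enzyme. Incubation: enzyme reaction 30 min, then detection 60 min, both room temperature. Doses: one test concentration per compound. Read-out basis: inhibition from TR-FRET ratio decrease. Detection: LANCE TR-FRET, excitation 340 nm, emissions 618 and 671 nm.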
C diff growth – inhibitors of Clostridium difficile growth. growth activity, negative = inhibition, % at 16 µg/mL (by protocol). Clostridium difficile clinical isolate growth, OD600, 24 h; stronger effect = lower value. 0.25% of 86,000 active;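 active = mean growth activity at or below -80% and every replicate also at or below -80%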;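 also: 0% = DMSO wells and -100% = levofloxacin 16 µg/mL wells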
Pf Dd2 inh – inhibitors of Plasmodium falciparum Dd2 growth | AID 1159554 | activity change, % at 10 µM | P. falciparum Dd2 growth, SYBR Green, 72 h; stronger effect = lower value | 2.3% of 94,000 active; in the data active = activity change below about -80%
* marks the source's active call; other numbers are inactive results; · = not tested or not shown; & = joins results of further samples.

The first six records as a preview:
SMILES | Tcruzi prolif | GASC1 inh | C diff growth | Pf Dd2 inh
C[C@H](CO)N1C[C@H](C)[C@@H](CN(C)S(=O)(=O)c2ccc(Cl)cc2)Oc2ccc(NC(=O)Nc3ccc4c(c3)OCO4)cc2CC1=O | -160 | -1.3 | 3 | -24
C[C@@H]1CN([C@H](C)CO)C(=O)c2cccc(NS(C)(=O)=O)c2O[C@H]1CN(C)C(=O)Nc1ccc2c(c1)OCO2 | 4 | 1.2 | 8 | -43
N#C[C@H]1[C@@H](c2ccc(C3=CCCC3)cc2)[C@H](CO)N1c1nc(-c2ccccc2)cs1 | · | -4.3 | -9 | 31
C[C@@H]1CN([C@@H](C)CO)C(=O)Cc2cc(NS(C)(=O)=O)ccc2O[C@@H]1CN(C)Cc1ccc2c(c1)OCO2 | 7 | 0.2 | 1 | 15
C[C@@H]1CCCCO[C@H](CN(C)CC2CC2)[C@@H](C)CN([C@H](C)CO)C(=O)c2cc(NC(=O)Nc3ccccc3)ccc2O1 | 95 | -2.4 | 0 | 22
CCCNC(=O)N1CC(=O)N2[C@H](CO)[C@@H](c3ccc(-c4ccc(F)cc4)cc3)[C@H]2C1 | · | 0.4 | -5 | -30

Main list, repeating the preview:
SMILES | Tcruzi prolif | GASC1 inh | C diff growth | Pf Dd2 inh
C[C@H](CO)N1C[C@H](C)[C@@H](CN(C)S(=O)(=O)c2ccc(Cl)cc2)Oc2ccc(NC(=O)Nc3ccc4c(c3)OCO4)cc2CC1=O | -160 | -1.3 | 3 | -24
C[C@@H]1CN([C@H](C)CO)C(=O)c2cccc(NS(C)(=O)=O)c2O[C@H]1CN(C)C(=O)Nc1ccc2c(c1)OCO2 | 4 | 1.2 | 8 | -43
N#C[C@H]1[C@@H](c2ccc(C3=CCCC3)cc2)[C@H](CO)N1c1nc(-c2ccccc2)cs1 | · | -4.3 | -9 | 31
C[C@@H]1CN([C@@H](C)CO)C(=O)Cc2cc(NS(C)(=O)=O)ccc2O[C@@H]1CN(C)Cc1ccc2c(c1)OCO2 | 7 | 0.2 | 1 | 15
C[C@@H]1CCCCO[C@H](CN(C)CC2CC2)[C@@H](C)CN([C@H](C)CO)C(=O)c2cc(NC(=O)Nc3ccccc3)ccc2O1 | 95 | -2.4 | 0 | 22
CCCNC(=O)N1CC(=O)N2[C@H](CO)[C@@H](c3ccc(-c4ccc(F)cc4)cc3)[C@H]2C1 | · | 0.4 | -5 | -30
O=C(CN1CCOCC1)N1[C@@H]2CNc3ccccc3[C@@H]2[C@@H]1CO | 9 | -1.0 | 4 | 1
COc1ccccc1CN1C[C@H](C)[C@H](OC)CN(C)C(=O)c2cc(NC(C)=O)ccc2OC[C@H]1C | -12 | 0.9 | · | -2
CC(C)C#Cc1ccc2c(c1)O[C@H](CN(C)Cc1ccccc1)[C@H](C)CN([C@@H](C)CO)S2(=O)=O | 111* | 2.0 | 6 | -54
C[C@@H]1CN([C@H](C)CO)C(=O)c2cc(NC(=O)CCC(F)(F)F)ccc2O[C@@H](C)CCCCO[C@@H]1CN(C)Cc1ccc(Cl)c(Cl)c1 | 64 | 19 | 16 | -30
CC(C)C#Cc1cnc2c(c1)C(=O)N([C@@H](C)CO)C[C@@H](C)[C@H](CN(C)C(=O)Cc1ccncc1)O2 | 59 | · | 0 | -61
CO[C@H](CN(C)Cc1cc(F)ccc1F)[C@H](C)CN([C@@H](C)CO)S(=O)(=O)c1ccc(C)cc1 | 48 | 1.7 | · | -27
COc1ccccc1CNC(=O)C[C@H]1C=C[C@H](NC(=O)CN(C)C)[C@@H](CO)O1 | -2 | -0.9 | 3 | -19
CCCC#Cc1ccc([C@H]2[C@H]3CN(C(=O)Cc4cccnc4)CC(=O)N3[C@H]2CO)cc1 | · | 0.4 | 0 | 27
CO[C@@H]1CN(C)C(=O)c2cc(NS(=O)(=O)c3ccccc3)ccc2OC[C@@H](C)N(Cc2cccnc2)C[C@@H]1C | 52 | -0.1 | · | 2
CN1CCN(C(=O)C[C@@H]2C[C@H]3c4cc(NC(=O)Cc5ccncc5)ccc4O[C@H]3[C@@H](CO)O2)CC1 | -26 | 7.1 | · | 26
Cc1noc(C)c1NC(=O)Nc1cccc2c1O[C@H](CN(C)S(=O)(=O)c1ccc(Cl)cc1)[C@@H](C)CN([C@H](C)CO)C2=O | -13 | -1.8 | -6 | 11
CC(C)C#Cc1ccc2c(c1)O[C@@H](CN(C)CC1CCCC1)[C@H](C)CN([C@H](C)CO)S2(=O)=O | 92* | -2.6 | 6 | -47
CS(=O)(=O)Nc1ccc2c(c1)[C@@H]1C[C@H](CC(=O)NCc3ccccc3F)O[C@H](CO)[C@@H]1O2 | 32 | -4.9 | 2 | 6
C[C@@H]1CCCCO[C@H](CN(C)C(=O)c2ccccc2)[C@@H](C)CN([C@H](C)CO)C(=O)c2cc(NC(=O)NC3CCCCC3)ccc2O1 | 14 | · | -8 | 18

A different layout for part of the listing above.
Each structure is followed by: Tcruzi prolif | GASC1 inh | C diff growth | Pf Dd2 inh
N#C[C@H]1[C@@H](c2ccc(C3=CCCC3)cc2)[C@H](CO)N1c1nc(-c2ccccc2)cs1
  · | -4.3 | -9 | 31
CC(C)C#Cc1cnc2c(c1)C(=O)N([C@@H](C)CO)C[C@@H](C)[C@H](CN(C)C(=O)Cc1ccncc1)O2
  59 | · | 0 | -61

Other records.
SMILES | Tcruzi prolif | GASC1 inh | C diff growth | Pf Dd2 inh
C[C@H](CO)N1C[C@H](C)[C@@H](CN(C)C(=O)c2ccccc2)Oc2cc(C#C[C@@H](C)O)ccc2S1(=O)=O | 7&3 | 10 | 3&-4 | -5&10
C[C@H]1CN([C@@H](C)CO)C(=O)c2cc(NS(=O)(=O)c3ccccc3)ccc2O[C@@H]1CN(C)Cc1ccccc1 | 14 | -1.9 | 8 | 7
C[C@H]1CN([C@@H](C)CO)C(=O)c2cc(-c3cccc(F)c3)cnc2O[C@H]1CN(C)Cc1cncnc1 | 27 | -1.1 | 3 | 0
C[C@@H]1CN([C@H](C)CO)C(=O)c2cc(NC(=O)c3ccncc3)ccc2O[C@@H](C)CCCCO[C@@H]1CN(C)Cc1ccc2c(c1)OCO2 | 66 | 1.5 | -3 | -67
COc1ccc(S(=O)(=O)Nc2ccc3c(c2)C(=O)N([C@@H](C)CO)C[C@@H](C)[C@@H](CN(C)C(=O)CCC(F)(F)F)OCCCC[C@H](C)O3)cc1 | -48 | -0.4 | -4 | -26
CO[C@H]1CN(C)C(=O)c2ccc(NC(=O)c3ccccc3)cc2OC[C@H](C)N(C)C[C@H]1C | -13 | 0.6 | 1 | ·
CC=Cc1ccc2n(c1=O)C[C@@H]1[C@@H](CO)[C@H](C(=O)NCCOC)[C@H]2N1Cc1nccs1 (mixture of isomers) | -61 | -0.5 | 15 | ·
Cc1noc(C)c1S(=O)(=O)Nc1ccc2c(c1)CC(=O)N([C@H](C)CO)C[C@@H](C)[C@@H](CN(C)S(=O)(=O)c1c(C)noc1C)O2 | 38 | -2.0 | -7 | 31
COc1ccc(NC(=O)Nc2ccc3c(c2)CC(=O)N([C@@H](C)CO)C[C@@H](C)[C@@H](CN(C)Cc2ccc(Cl)c(Cl)c2)O3)cc1 | 83 | 0.5 | 1 | -17
C[C@H]1CN([C@@H](C)CO)C(=O)Cc2cc(NC(=O)CCCCCC(=O)Nc3ccccc3N)ccc2O[C@@H]1CN(C)C(=O)Nc1cccc2ccccc12 | · | -0.4 | -1 | -23
C[C@@H]1CN([C@H](C)CO)C(=O)CCCn2cc(nn2)CO[C@H]1CN(C)Cc1ccc(C(=O)Nc2ccccc2N)cc1 | 44 | 0.3 | 4 | 19
C[C@@H]1CN([C@H](C)CO)C(=O)c2cccc(NC(=O)C3CC3)c2O[C@H]1CN(C)S(=O)(=O)c1cn(C)cn1 | 25 | 1.8 | -7 | 36
CC(C)c1cn(CC[C@H]2CC[C@@H](NC(=O)C3CCC3)[C@H](CO)O2)nn1 | · | 8.6 | 0 | -5
CC(C)NC(=O)N(C)C[C@H]1Oc2cc(-c3cncnc3)ccc2S(=O)(=O)N([C@@H](C)CO)C[C@H]1C | -8 | 3.3 | 1 | -83*
Cc1noc(C)c1NC(=O)N(C)C[C@@H]1Oc2ccc(NC(=O)c3ccncc3)cc2C(=O)N([C@H](C)CO)C[C@H]1C | 25 | -1.5 | 5 | 16
CNC[C@@H]1OCCCC[C@H](C)Oc2ccc(NS(=O)(=O)c3ccc(OC)cc3)cc2C(=O)N([C@@H](C)CO)C[C@@H]1C | 58 | -1.5 | 2 | -40
CC(=O)NC[C@H]1[C@@H](c2ccc(C#C[C@H](C)O)cc2)[C@@H](CO)N1Cc1ccccn1 | · | 1.8 | 0 | 34
Cc1noc(C)c1NC(=O)N(C)C[C@@H]1Oc2ccc(NS(=O)(=O)c3ccc(F)cc3)cc2C(=O)N([C@H](C)CO)C[C@@H]1C | -8 | -0.4 | 1 | -8
C[C@H](CO)N1C[C@H](C)[C@H](CN(C)C(=O)C2CC2)Oc2cc(C#CCN(C)C)ccc2S1(=O)=O | 95* | 1.5 | -5 | 4
O=C(C[C@H]1CC[C@@H](NC(=O)C2CCC2)[C@H](CO)O1)NC1CCCCC1 | · | -0.7 | 2 | ·
C[C@H]1CN([C@@H](C)CO)C(=O)Cc2cc(NC(=O)NC3CCCCC3)ccc2O[C@@H]1CN(C)Cc1ccc(Cl)c(Cl)c1 | 61 | 1.7 | -1 | -12
COCC(=O)N1[C@@H]2c3cccc(=O)n3C[C@@H]2[C@@H](CO)[C@@H]1C(=O)NCc1ccccc1 | 75 | -0.7 | 0 | ·
CC(=O)N1[C@@H]2Cn3c(ccc(C4=CCCC4)c3=O)[C@H]1[C@@H](C(=O)NC1CCCCC1)[C@@H]2CO | 81 | 2.7 | -8 | 7
COc1ccc(S(=O)(=O)Nc2cccc3c2O[C@H](CN(C)Cc2ccc(C(=O)O)cc2)[C@@H](C)CN([C@H](C)CO)C3=O)cc1 | -18 | 0.2 | -1 | 10
C[C@@H]1CN([C@@H](C)CO)C(=O)Cc2cc(NS(C)(=O)=O)ccc2O[C@@H]1CN(C)C(=O)Nc1cccc2ccccc12 | -1 | -1.2 | -5 | -1
C[C@@H]1CN([C@@H](C)CO)C(=O)c2cc(NC(=O)Cn3cnnn3)ccc2O[C@H]1CN(C)Cc1ccc(Cl)c(Cl)c1 | -5 | 0.4 | -6 | -10
CCCN(C)C[C@@H]1Oc2cc(C#CC3CCCCC3)ccc2S(=O)(=O)N([C@@H](C)CO)C[C@H]1C | 63 | -0.4 | 5 | -31
COc1cccc(-c2ccc([C@H]3[C@H](CO)N4CCCCN(C(=O)c5ccc(F)cc5)C[C@@H]34)cc2)c1 | 87 | -1.2 | 24 | -40
C[C@H](NC(=O)[C@H]1N[C@H]2c3ccc(-c4ccc(C(=O)N(C)C)cc4)c(=O)n3C[C@H]2[C@@H]1CO)c1ccccc1 | 28 | -1.2 | -1 | -8
C[C@H]1CN([C@@H](C)CO)C(=O)Cc2cc(NC(=O)Cn3cnnn3)ccc2O[C@@H]1CN(C)CC1CC1 | 31 | -1.5 | -1 | 38
COc1ccccc1NC(=O)N[C@H]1C=C[C@@H](CC(=O)N2CCC(Cc3ccccc3)CC2)O[C@@H]1CO | -54 | 0.4 | · | -7
CC(C)C#Cc1ccc([C@H]2[C@H](CO)N3CCCCN(C(=O)NC(C)C)C[C@@H]23)cc1 | 104* | 0.0 | -13 | 18
C[C@H](CO)N1C[C@H](C)[C@@H](CN(C)CC2CCCCC2)Oc2ccc(NC(=O)NC3CCCCC3)cc2C1=O | · | · | 4 | 18
Cc1ccc(S(=O)(=O)N(C)C[C@@H]2Oc3c(NC(=O)Nc4c(C)noc4C)cccc3C(=O)N([C@H](C)CO)C[C@H]2C)cc1 | 40 | -0.2 | -2 | -9
